JMJD2A Tudor inh = inhibitors of human JMJD2A Tudor domain; O75164; AlphaScreen JMJD2A-Tudor / H3K4me3 peptide binding; Potency, µM (top dose mostly 114 µM), without a hit: top-dose activity change, negative = inhibition, most hits filed as inhibitors; 390,000 compounds, 4.4% hits; note: % is set by controls: 0 for no effect and ±100 for the full control effect; nearly all actives have a fitted effect of over 50% in size
G9a block = G9a (human) methyltransferase inhibition; Q96KQ7; G9a H3K9 monomethylation, AlphaScreen, 2 h; Potency, µM (series often up to 102 µM), for inactives: at the highest dose activity, negative = inhibition, actives largely listed as inhibitors; 350,000 compounds, 8.8% hits; AID 504332; note: % is set by controls: 0 for no effect and ±100 for the full control effect; nearly all actives have a fitted effect of over 75% in size
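Signal arises when biotinylated H3K9 peptide, once monomethylated, bridges streptavidin donor and antibody-captured acceptor beads. Enzyme at 20 nM was preincubated 15 min with test compounds; peptide 500 nM and SAM 20 uM then reacted for 2 h.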
GLS inhibitor = inhibitors of human glutaminase (GLS); O94925; GLS enzymatic activity, qHTS titration; Potency, µM (highest dose often 45.5 µM), without a hit: at the top dose activity change, negative = inhibition, actives largely listed as inhibitors; 410,000 compounds, 0.21% hits; AID 624170; note: % is set by controls: 0 for no effect and ±100 for the full control effect
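Compounds were pin-transferred onto hKGA, after which L-glutamine (1 mM solution) and a detection mix of glutamate oxidase, HRP and Amplex Red were added. Initial and 30 min RT fluorescence reads were collected.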
Pol iota inh = blocks human DNA polymerase iota activity; Q9UNA4; Pol iota fluorescent replication assay, 10 min; Potency, µM (series often up to 115 µM), without a hit: top-dose activity, negative = inhibition, hits mostly inhibitors; 390,000 compounds, 1% hits
Target sequence (Q9UNA4 whole entry, looked up): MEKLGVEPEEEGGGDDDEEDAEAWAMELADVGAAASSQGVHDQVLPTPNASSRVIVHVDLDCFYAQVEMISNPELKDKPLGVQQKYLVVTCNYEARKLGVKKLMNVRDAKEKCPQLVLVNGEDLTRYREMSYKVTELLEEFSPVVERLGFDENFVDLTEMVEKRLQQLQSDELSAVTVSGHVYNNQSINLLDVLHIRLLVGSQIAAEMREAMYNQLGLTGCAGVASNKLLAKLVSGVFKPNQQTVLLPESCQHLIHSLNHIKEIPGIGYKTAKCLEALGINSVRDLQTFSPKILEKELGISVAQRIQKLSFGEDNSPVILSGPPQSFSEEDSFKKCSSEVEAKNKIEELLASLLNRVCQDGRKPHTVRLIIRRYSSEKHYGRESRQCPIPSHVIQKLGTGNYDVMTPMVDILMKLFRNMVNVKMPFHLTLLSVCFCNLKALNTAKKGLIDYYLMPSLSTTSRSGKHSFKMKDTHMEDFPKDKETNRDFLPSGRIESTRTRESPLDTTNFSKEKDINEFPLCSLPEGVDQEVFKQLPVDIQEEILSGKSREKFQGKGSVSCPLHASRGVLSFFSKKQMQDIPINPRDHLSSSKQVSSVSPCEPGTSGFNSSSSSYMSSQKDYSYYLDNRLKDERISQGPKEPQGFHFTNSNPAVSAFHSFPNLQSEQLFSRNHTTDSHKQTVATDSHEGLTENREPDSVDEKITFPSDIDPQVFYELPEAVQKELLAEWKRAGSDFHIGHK
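Fluorescent replication assay read twice, at 0 min and 10 min after adding 50 nM (final) substrate. Enzyme (10 nM) and compounds were first incubated 15 min at room temperature; enzyme-free buffer wells were negative controls.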
Pin1 inhibitor = inhibitors of human Pin1; Q13526; Pin1 FP peptide displacement, HiFluor488, 10 min; Potency, µM (top dose mostly 115 µM), inactives show at the top dose activity, negative = inhibition, most hits filed as inhibitors; 390,000 compounds, 0.009% hits; active = well fitted inhibition curve with a large enough effect in the polarisation, with a control signal flat, not every such curve was filed as active; inconclusive = small, poorly fitted or top-dose-only effect, or effect the other way, or a change in a side signal; inactive = no such curve, though single readings can be large or run the other way; the % refers to the polarisation; note: % is set by controls: 0 for no effect and ±100 for the full control effect
Tb PGK inh = T. brucei PGK inhibition; P07378; PGK/GAPDH coupled, Kinase-Glo luminescence, 60 min; Potency, µM (highest dose often 57.5 µM), for the others: top-dose activity change, negative = inhibition, most hits filed as inhibitors; 380,000 compounds, 0.043% hits; AID 602233; note: % is set by controls: 0 for no effect and ±100 for the full control effect; nearly all actives have a fitted effect of over 60% in size
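Recombinant glycosomal PGK reaction used 1,3-bisphosphoglycerate generated in-well by GAPDH (100nM final) in 100mM TEA pH 7.6, 5mM MgCl2, 0.01% Tween-20. After 60 minutes at room temperature, ATP was read by Kinase-Glo Plus luminescence end-point.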
HP1b chromo inh = blocks HP1-beta chromodomain binding to methylated histone tails; P83916; AlphaScreen HP1-beta / biotin-H3K9me3 peptide binding; Potency, µM (series often up to 114 µM), for the others: at the top dose activity change, negative = inhibition, most hits filed as inhibitors; 390,000 compounds, 0.56% hits; note: nearly all actives have a fitted effect of over 70% in size; inactives centre near 23
Target sequence (P83916 whole entry, looked up): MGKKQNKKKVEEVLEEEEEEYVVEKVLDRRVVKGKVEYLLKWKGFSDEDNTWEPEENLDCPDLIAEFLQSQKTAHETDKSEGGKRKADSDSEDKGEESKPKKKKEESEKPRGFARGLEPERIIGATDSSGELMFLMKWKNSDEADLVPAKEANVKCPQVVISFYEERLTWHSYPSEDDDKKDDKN
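Compound inhibition of the preformed complex between 50 nM HP1-beta and 50 nM biotinylated H3K9me3 peptide was read by AlphaScreen. Buffer was PBS pH 7.4 with 0.01% Tween-20. Incubations ran 30 min at room temperature, with 10 ug/mL donor/acceptor beads.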
BAZ2B inh = BAZ2B (human) inhibition; Potency, µM (highest dose often 114 µM), inactives show top-dose activity change, negative = inhibition, actives largely listed as inhibitors; 360,000 compounds, 4.4% hits; Q9UIF8; AlphaScreen BAZ2B-H3K14Ac peptide displacement; note: % is set by controls: 0 for no effect and ±100 for the full control effect; nearly all actives have a fitted effect of over 60% in size
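In this displacement format the biotinylated H3(5-23) peptide acetylated at Lys14 serves as ligand at 50 nM, with BAZ2B at 50 nM in PBS pH 7.4 containing 0.01% Tween-20. Donor and acceptor beads are 10 ug/mL final.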
BLM helicase inh = Bloom syndrome helicase (human) inhibition; 350,000 compounds, 0.2% hits; recombinant BLM DNA unwinding, fluorescence dequenching; P54132; Potency, µM (highest dose often 56.1 µM), without a hit: at the top dose activity change, negative = inhibition, most hits filed as inhibitors; AID 2528;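 note: plate controls were vehicle for no effect and no enzyme for full effect; nearly all actives have a fitted effect of over 35% in size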
Starred values were filed as active, the others as inactive; [ ] = another dose, or the depositor's remark. Unless noted, calls come from the whole dose curve; as a rule, active = well fitted curve in the direction sought with a large enough effect; inconclusive = small, poorly fitted or top-dose-only effect, or another doubt; inactive = no such curve, though single readings can be large; an effect the other way counts as inactive or inconclusive. Potency is the fitted concentration of half-maximal effect. Not all compounds are listed (hit frequency here may not be typical).

Screening c1ccc(-c2nc3c([nH]2)CCc2nonc2-3)cc1 returned JMJD2A Tudor inh -4%, G9a block 5%[59 µM], GLS inhibitor -13%, Pol iota inh 41%[activator], Pin1 inhibitor -2%, Tb PGK inh -2%, HP1b chromo inh 42%[activator], BAZ2B inh -4% and BLM helicase inh 0%.
Cc1cccc(-c2nc(CSCC(=O)N3CCN(c4cccc(C)c4C)CC3)c(C)o2)c1 was read as JMJD2A Tudor inh -29%, G9a block -34%[59 µM], GLS inhibitor 7%, Pol iota inh -8%, Pin1 inhibitor 7%, Tb PGK inh inactive, HP1b chromo inh 40%[activator], BAZ2B inh -14% and BLM helicase inh -8%.
For C=CCC[C@H](Cc1ccc(F)cc1)C(=O)OC[C@@H](C)NC(=O)[C@H](CC=C)CC(=O)N(CCO)Cc1ccccc1 the results were JMJD2A Tudor inh -14%, GLS inhibitor -8%, Pol iota inh 4%, Pin1 inhibitor 1%, Tb PGK inh -7% and HP1b chromo inh 43%[activator].
`CC(=O)Nc1ccc(NC(=O)CCN2C(=O)C3CC=CCC3C2=O)cc1` (stereo unspecified) gave JMJD2A Tudor inh -6%, G9a block -17%[12.7 µM], GLS inhibitor -7%, Pol iota inh 3%, Pin1 inhibitor 0%, Tb PGK inh 0%, HP1b chromo inh 60%[activator] and BAZ2B inh -6%.
COc1ccccc1-c1sc2ccccc2c1-c1ccc2c(c1)OCO2 was read as JMJD2A Tudor inh 27%, G9a block 4%, GLS inhibitor 0%, Pol iota inh inconclusive, Pin1 inhibitor 1%, Tb PGK inh inactive, HP1b chromo inh 50%[activator], BAZ2B inh 6% and BLM helicase inh -8%.
`COc1ccc(Br)cc1CNC(=O)CN1C(=O)CSc2ccc(S(=O)(=O)N3CCOCC3)cc21` gave JMJD2A Tudor inh -22%, G9a block -2%[59 µM], GLS inhibitor 1%, Pol iota inh -27%, Pin1 inhibitor 6%, Tb PGK inh 5%, HP1b chromo inh 36%, BAZ2B inh 0% and BLM helicase inh -7%.
Screening COc1ccccc1NS(=O)(=O)c1ccc2[nH]c(=O)[nH]c2c1 returned JMJD2A Tudor inh -1%, G9a block 18%, GLS inhibitor -2%, Pol iota inh 52%[activator], Pin1 inhibitor 5%, Tb PGK inh -3%, HP1b chromo inh 69%[activator], BAZ2B inh -26% and BLM helicase inh -8%.
`CCOC(=O)CC(=O)CSc1ccc2nnc(-c3ccc(F)cc3)n2n1` gave JMJD2A Tudor inh -3%, G9a block -6%, GLS inhibitor -3%, Pol iota inh 2%, Pin1 inhibitor 0%, Tb PGK inh -2%, HP1b chromo inh 28%, BAZ2B inh 6% and BLM helicase inh -7%.
`CC(=O)N1c2ccc(S(=O)(=O)N3CCC(C(=O)NC4CCC(C)CC4)CC3)cc2CC1C` (stereo unspecified) gave JMJD2A Tudor inh 2%, G9a block 20%[59 µM], GLS inhibitor -6%, Pol iota inh 68%[activator], Pin1 inhibitor -8%, Tb PGK inh 3%, HP1b chromo inh 38%, BAZ2B inh -11% and BLM helicase inh 0%.
For O=Cc1c(NCc2ccccc2F)c2ccccc2[nH]c1=O the results were JMJD2A Tudor inh -6%, G9a block 18%, GLS inhibitor 2%, Pol iota inh -25%, Pin1 inhibitor -5%, Tb PGK inh -4%, HP1b chromo inh 36%, BAZ2B inh -2% and BLM helicase inh -2%.
Screening O=C(N/N=C/C(Cl)=C/c1ccc([N+](=O)[O-])cc1)C(=O)Nc1cccc(C(=O)O)c1 returned JMJD2A Tudor inh inconclusive, G9a block inconclusive, GLS inhibitor 0%, Pol iota inh inconclusive, Pin1 inhibitor -20%, Tb PGK inh inconclusive, HP1b chromo inh 7%, BAZ2B inh 56µM* and BLM helicase inh 3%.
COc1cc(C2NC(=O)NC(C)=C2C(=O)OCC2CCCO2)ccc1O (stereo unspecified) was read as JMJD2A Tudor inh -2%, G9a block -7%[59 µM], GLS inhibitor 5%, Pol iota inh -8%, Pin1 inhibitor -2%, HP1b chromo inh 52%[activator], BAZ2B inh -4% and BLM helicase inh -1%.
COc1cc(NC(=O)COc2cc(O)c3c(c2)OC(C)(C)CC3=O)cc(OC)c1 was read as JMJD2A Tudor inh -26%, GLS inhibitor 3%, Pol iota inh -11%, Pin1 inhibitor 3%, Tb PGK inh 1%, HP1b chromo inh 16%, BAZ2B inh 1%[57.1 µM] and BLM helicase inh -9%.
Screening O=C(O)C1CC=CCC1C(=O)Nc1ccccc1Cl (stereo unspecified) returned JMJD2A Tudor inh -10%, G9a block 4%[59 µM], GLS inhibitor 5%, Pol iota inh -3%, Pin1 inhibitor -1%, Tb PGK inh -3%, HP1b chromo inh 18%, BAZ2B inh 14% and BLM helicase inh 0%.
For Cc1cccc(C(=O)Nc2cccc(C(=O)N/N=C/c3cccc(C)n3)c2)c1 the results were JMJD2A Tudor inh -22%, G9a block 7%, GLS inhibitor 16%, Pol iota inh 6%, Pin1 inhibitor 5%, Tb PGK inh inactive, HP1b chromo inh 4%, BAZ2B inh 9% and BLM helicase inh -6%.
`Brc1ccc(N=Nc2ccc3ccccc3n2)cc1` gave JMJD2A Tudor inh inconclusive, GLS inhibitor 2%, Pol iota inh 46%[activator], Pin1 inhibitor inconclusive, Tb PGK inh inconclusive, HP1b chromo inh -24%, BAZ2B inh inconclusive and BLM helicase inh -1%.
COc1ccc(NC(=O)CCC(=O)Nc2cc(OC)c(NC(=O)c3cccs3)cc2OC)cc1 was read as JMJD2A Tudor inh -4%, G9a block 3%[59 µM], GLS inhibitor 1%, Pol iota inh 50%[activator], Pin1 inhibitor -7%, Tb PGK inh -3%, HP1b chromo inh 39%, BAZ2B inh 2% and BLM helicase inh -3%.
`CC(=O)c1cccc(S(=O)(=O)NC2CC2)c1` gave JMJD2A Tudor inh -8%, G9a block 45µM*, GLS inhibitor 0%, Pol iota inh 3%, Pin1 inhibitor 3%, Tb PGK inh -6%, HP1b chromo inh 28%, BAZ2B inh -23% and BLM helicase inh 1%.
O=C(NCc1cccc(Cl)c1)c1ccc2nc[nH]c2c1 was read as JMJD2A Tudor inh 4%[57.1 µM], G9a block 17%[59 µM], GLS inhibitor 4%, Pol iota inh 1%, Pin1 inhibitor 1%, Tb PGK inh inactive, HP1b chromo inh 37%, BAZ2B inh -19% and BLM helicase inh -5%.
`Cc1c(Cl)c([N+](=O)[O-])nn1Cc1ccc(C(=O)Nc2ccc(Cl)cn2)o1` gave JMJD2A Tudor inh -26%, G9a block -1%[59 µM], GLS inhibitor 1%, Pol iota inh -9%, Pin1 inhibitor 3%, Tb PGK inh -1%, HP1b chromo inh 8%, BAZ2B inh -27% and BLM helicase inh -5%.
For Fc1ccc(C2=NNC(=NCc3ccccc3)SC2)cc1F the results were JMJD2A Tudor inh inconclusive, G9a block inconclusive, GLS inhibitor -10%, Pol iota inh 57%[activator], Pin1 inhibitor 7%, Tb PGK inh 0%, HP1b chromo inh -2%, BAZ2B inh inconclusive and BLM helicase inh -12%.
For c1ccc(-c2cn3cccnc3n2)cc1 the results were JMJD2A Tudor inh -3%, G9a block -5%[12.7 µM], GLS inhibitor 5%, Pol iota inh 37%[activator], Pin1 inhibitor 0%, Tb PGK inh 2%, HP1b chromo inh 18%, BAZ2B inh -1% and BLM helicase inh 0%.
`O=C(CN1CCN(c2ccccn2)CC1)Nc1ccc2ccccc2c1` gave JMJD2A Tudor inh -12%, G9a block -31%[59 µM], GLS inhibitor 0%, Pol iota inh -2%, Pin1 inhibitor -1%, Tb PGK inh 5%, HP1b chromo inh 11%, BAZ2B inh -34% and BLM helicase inh -2%.
For CC(C)C(=O)Nc1c(C(=O)N2CCN(c3ncccn3)CC2)oc2ccccc12 the results were JMJD2A Tudor inh 7%, G9a block 10%[59 µM], GLS inhibitor -3%, Pol iota inh 2%, Pin1 inhibitor 0%, Tb PGK inh inactive, HP1b chromo inh 35%, BAZ2B inh -1% and BLM helicase inh 0%.
COc1ccc(/C=N\NC(=O)c2ccc([N+](=O)[O-])c(C)c2)cc1COc1ccccc1C(N)=O was read as JMJD2A Tudor inh -23%, G9a block inconclusive, GLS inhibitor 0%, Pol iota inh 45%[activator], Pin1 inhibitor -1%, Tb PGK inh -4%, HP1b chromo inh -4%, BAZ2B inh inconclusive and BLM helicase inh inconclusive.
Cc1cccc2cc(CN(C(=O)c3cccc([N+](=O)[O-])c3)C(C)C)c(=O)[nH]c12 was read as JMJD2A Tudor inh -15%, G9a block -26%, GLS inhibitor -2%, Pol iota inh 37%[activator], Pin1 inhibitor 9%, Tb PGK inh -6%, HP1b chromo inh 14%, BAZ2B inh 1% and BLM helicase inh 8%.
Cc1ccc(NC(=S)NCCCN2CCOCC2)cc1 was read as JMJD2A Tudor inh -10%, G9a block 16%[59 µM], GLS inhibitor 8%, Pol iota inh 18%, Pin1 inhibitor -7%, Tb PGK inh -5%, HP1b chromo inh 13%, BAZ2B inh 7% and BLM helicase inh -2%.
`O=C1CCCN1C(=O)CSc1nnnn1-c1cccc(F)c1` gave JMJD2A Tudor inh -8%, GLS inhibitor -12%, Pol iota inh 70%[activator], Pin1 inhibitor -15%, Tb PGK inh 0% and HP1b chromo inh 44%[activator].
Cc1ccccc1OCCC(=O)N(CC(C)C)c1c(N)n(Cc2ccccc2)c(=O)[nH]c1=O was read as JMJD2A Tudor inh -9%, G9a block 23%[12.7 µM], GLS inhibitor -2%, Pol iota inh 9%, Pin1 inhibitor -3%, Tb PGK inh 0%, HP1b chromo inh 37% and BAZ2B inh -2%.
`CN(C)C(CNS(=O)(=O)c1cc([N+](=O)[O-])ccc1Cl)c1ccco1` (stereo unspecified) gave JMJD2A Tudor inh inconclusive, GLS inhibitor -22%, Pol iota inh inconclusive, Pin1 inhibitor -18%, Tb PGK inh -6% and HP1b chromo inh -17%.
